From PubChem BioAssay
IL1B NFkB inh: blocks IL-1B driven NFkB nuclear translocation in HUVEC cells; HUVEC IL-1B NFkB p65 nuclear translocation imaging; inhibition, % at 2 µM; 94,000 compounds, 0.43% hits; AID 796;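 active = inhibition above about 30% together with a positive call from visual inspection of the well image, limit read from the data; inconclusive = inhibition above a set limit but visual check negative; inactive = inhibition not above a set limit, visual check negative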;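 also: nuclear over cytoplasmic p65 intensity ratio measured by imaging; 0% = IL-1B stimulated DMSO wells and 100% = unstimulated DMSO wells; values of inactives mirror those of a sister screen read the other way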
MRP resist rev: reverses drug resistance mediated by MRP | H69AR cells + 2 uM doxorubicin, CellTiter-Glo, 72 h | differential viability (reversal), % at 10 µM | 85,000 compounds, 0.04% hits;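 active = viability drop by adding the cancer drug above about 55%, with treated viability meeting a 40% cutoff, limit read from the data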;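 also: viability without doxorubicin minus viability with 2 µM doxorubicin for each compound; larger differential means the compound sensitizes cells more to doxorubicin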
Bcl-B displacement: displacers of TR3 peptide from Bcl-B, primary screen, selectivity assay for Bfl-1 inhibitor project, biochemical, fluorescence polarization | FP displacement of FITC-TR3 peptide from Bcl-B; higher % means a stronger effect | one-dose displacement, % at 20 µM; IC50 in µM for titrated hits | 96,000 compounds, 0.11% hits | AID 748;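 active = displacement above 50% at 20 µM plus a fluorescence interference ratio under 1.5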;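 also: plate controls were wells without compound for no effect and wells lacking Bcl-B protein for full effect; a part of the inactive calls stands beside numbers as strong as those of hits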
PLAP inhibitors HTS: PLAP enzyme inhibitors, biochemical, luminescence, HTS (AID 690). purified PLAP, luminescent substrate; higher % means a stronger effect. one-dose inhibition, % at 20 µM; IC50 in µM for titrated hits. 96,000 compounds, 0.08% hits; in the data active = a potency from the dose series; inactive = the rest, 99 in 100 with inhibition below about 30%; also: strong numbers were not always called active
NFkB transloc pot: enhances IL-1B driven NFkB nuclear translocation; HUVEC IL-1B NFkB p65 nuclear translocation imaging; activation, % at 2 µM; 94,000 compounds, 0.3% hits; AID 819;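 active = activation above 40%, about the mean plus 3 SD, also judged a hit on visual image review; inconclusive = activation above 40% but not a hit on visual review; inactive = activation not above 40% and no visual hit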;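 also: percent activation is computed from the nuclear over cytoplasmic p65 intensity ratio; values of inactives mirror those of a sister screen read the other way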
MRP resist rev cytotoxicity: further read-out of MRP resist rev, marked with its call; viability, %; H69AR cells, CellTiter-Glo, 72 h; measured here: cytotoxicity without doxorubicin
MRP resist rev with doxorubicin: also measured in MRP resist rev; calls as there; viability, %; measured here: viability with 2 uM doxorubicin; active compounds read low
IL1B NFkB inh cell count 2 µM: second read-out of IL1B NFkB inh, no call of its own (marks repeat the call); cell count; measured here: cells passing quality filter;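 raw number of nuclei counted in each imaged well without normalization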
NFkB transloc pot cell count 2 µM: second read-out of NFkB transloc pot, no call of its own (marks repeat the call); cell count; measured here: cells passing quality filter
Starred values were filed as active, the others as inactive; u = inconclusive; x = no result given.

SMILES	IL1B NFkB inh	IL1B NFkB inh cell count 2 µM	MRP resist rev	MRP resist rev cytotoxicity	MRP resist rev with doxorubicin	Bcl-B displacement	PLAP inhibitors HTS	NFkB transloc pot	NFkB transloc pot cell count 2 µM
COC(=O)c1cccc(OC(N)=O)c1	-21	187	-2	103	105	-5%	2%	21	187
Cc1ccc(NC2c3ncccc3C(=O)N2C2CCCCC2)cc1 (stereo not given)	x	x	0	84	84	-8%	-9%	x	x
CC1(C)CC(=O)C2=C(C1)OC(/N=C/N1CCOCC1)=C(C#N)C2c1ccccc1 (stereo not given)	0	114	-3	56	59	11%	-60%	0	114
O=C(CCSc1ccc(F)cc1)Nc1ccc(-n2cnnn2)cc1	-9	139	1	82	81	-4%	6%	9	139
CCC(CC)C(=O)OCC(=O)Nc1ccc(S(=O)(=O)N2CCOCC2)cc1OC	-6	180	x	x	x	-9%	-52%	6	180
COc1ccccc1N1CCN(C(=O)CN(c2ccc(C)c(C)c2)S(C)(=O)=O)CC1	-6	187	7	99	92	1%	-77%	6	187
C=CCn1c(N)cc(=O)nc1SC(C)C(=O)Nc1cccc2ccccc12 (stereo not given)	-2	100	-7	102	109	x	x	2	100
CNc1nc(-c2c[nH]c3ccccc23)cs1	6	183	3	96	94	-8%	-40%	-6	183
CCC(=O)Nc1ccc(N2CCN(Cc3ccccc3F)CC2)cc1	2	107	8	88	80	-2%	-20%	-2	107
CCn1c(=O)c(C(=O)Nc2cccnc2)c(O)c2ccccc21	-10	150	2	99	97	x	x	10	150
CN1C(=O)c2ccc(C(=O)NC3CCCCC3)cc2C1=O	-26	174	0	88	88	-4%	3%	26	174
O=C(CCc1ccccc1)Nc1cccc(NC(=O)CCc2ccccc2)c1	-2	147	18	88	71	0%	27%	2	147
CC1CCN(S(=O)(=O)c2ccc(NC(=O)Cc3ccccc3)cc2)CC1	-11	99	10	71	61	-16%	-73%	11	99
COc1ccc(CCNC(=O)Cn2cnc3c2c(=O)n(C)c(=O)n3C)cc1OC	-19	180	x	x	x	11%	-15%	19	180
CC1CCCCN1C(=O)CSc1nc2cc3c(cc2c(=O)n1Cc1ccc2c(c1)OCO2)OCO3 (stereo not given)	x	x	-4	67	71	-12%	18%	x	x
O=C(C1CCC1)N1CCc2cc(S(=O)(=O)NCc3ccco3)ccc21	-5	128	x	x	x	-8%	27%	5	128
O=C(CSc1nnnn1C1CCCCC1)NCc1ccc2c(c1)OCO2	-25	148	0	86	85	2%	12%	25	148
CCOc1ccc(-c2onc(C(F)(F)F)c2-c2cscn2)c(O)c1	-11	148	x	x	x	3%	-3%	11	148
Clc1ccc(-n2ncc3c(NCc4cccs4)ncnc32)cc1	-10	130	-18	41	59	-12%	x	10	130
CCOC1Cc2ccccc2N(C(N)=O)c2ccccc21 (stereo not given)	x	x	12	105	93	-5%	12%	x	x
COc1cc2c(cc1OC)C1(CCCC1)C(N)=C2C#N	-12	128	x	x	x	x	x	12	128
CCCCCn1c(SCCC(C)C)nc2c1c(=O)[nH]c(=O)n2C	-7	168	-10	83	93	2%	-12%	7	168
COC(=O)c1cc(NC(=O)Nc2cccc(Cl)c2)ccc1Cl	-42	153	x	x	x	-2%	-7%	u	x
CCCn1c(SCC(N)=O)nnc1-c1ccco1	x	x	-6	106	112	6%	2%	x	x
COc1ccc(S(=O)(=O)NCC2CCC(C(=O)N3CCC4(CC3)OCCO4)CC2)cc1 (stereo not given)	-2	169	x	x	x	x	x	2	169
(further entries)
SMILES	IL1B NFkB inh	IL1B NFkB inh cell count 2 µM	MRP resist rev	MRP resist rev cytotoxicity	MRP resist rev with doxorubicin	Bcl-B displacement	PLAP inhibitors HTS	NFkB transloc pot	NFkB transloc pot cell count 2 µM
CS(=O)(=O)N1CCC(C(=O)Nc2cccc(C(F)(F)F)c2)CC1	x	x	-6	86	92	-7%	8%	x	x
O=C(O)CCC(=O)NCCn1c(-c2ccccc2)csc1=Nc1ccccc1	-10	191	9	91	82	-6%	-26%	10	191
CCN(CC)CCNC(=O)Cc1nn(CC)c(=O)c2ccccc12	1	150	-9	108	117	-9%	16%	-1	150
CCOC(=O)c1ccc2c(c1)n(CCO)c(C)[n+]2CC	-10	177	-1	98	99	2%	16%	10	177
CCCCOc1ccc(OCCNS(=O)(=O)N(C)C)cc1	2	114	-2	85	86	10%	22%	-2	114
Cc1cccc(C)c1N(CC(=O)Nc1cc(Cl)ccc1Oc1ccccc1)S(C)(=O)=O	2	132	x	x	x	-6%	-13%	-2	132
CC(CO)Nc1nc(SCc2ccccc2)nc2sc3c(c12)CCC3 (stereo not given)	-2	177	2	74	72	-15%	-3%	2	177
C#CCn1c(=NC(=O)c2ccc(Br)s2)sc2cccc(OC)c21	10	188	0	3	2	-5%	-33%	-10	188
CCOC(=O)/C(=C/c1c[nH]c2ccccc12)NC(C)=O	2	128	x	x	x	1%	13%	-2	128
O=C(CCCn1c(=O)c2sccc2n(Cc2cc(=O)n3ccccc3n2)c1=O)NCc1ccco1	x	x	x	x	x	-5%	-37%	x	x
O=C(O)/C=C\C(=O)NCc1ccccc1	-6	110	x	x	x	2%	-1%	6	110
CCOc1cc2[nH]c(=O)n(Cc3ccccc3)c(=O)c2cc1OCC	1	148	-11	78	90	4%	1%	-1	148
CN1CCN(Cc2c(O)ccc3c2oc(=O)c2ccccc23)CC1	x	x	-6	87	94	-6%	-22%	x	x
CC1CC(C)(C)NC(=S)S1 (stereo not given)	3	117	5	102	97	-4%	6%	-3	117
Cc1ccc(S(=O)(=O)ON=C2CCN(S(=O)(=O)c3ccccc3)CC2)cc1	8	129	x	x	x	-2%	-6%	-8	129
CCOc1nc(-c2ccccc2Cl)ccc1C#N	3	145	x	x	x	-1%	14%	-3	145
O=C(CSc1nc2c(c(=O)n1-c1ccc(Br)cc1)SCC2)Nc1nccs1	-16	90	-6	36	42	2%	-11%	16	90
CCOC(=O)N1CCC(NC(=O)CCN2C(=O)C3C4C=CC(C4)C3C2=O)CC1 (stereo not given)	x	x	12	98	86	-10%	10%	x	x
CCOC(=O)c1ccc(Nc2ncnc3nc[nH]c23)cc1	-8	123	8	81	73	-7%	-16%	8	123
Cc1ccc(C)n1-c1ccc(C(=O)N2CCOCC2)cc1	2	94	13	88	75	-2%	-35%	-1	94
COc1ccc(Cn2c(C)c(C)c(C#N)c2NC(=O)Nc2ccc(F)cc2)cc1	x	x	-3	42	45	-9%	17%	x	x
Cn1c(N)c(C(=O)COC(=O)C2CCCCC2)c(=O)n(C)c1=O	-4	163	1	90	89	-12%	15%	4	163
CCOc1cccc(-c2nnc3sc(C4CCCCC4)nn23)c1	-5	129	9	44	35	9%	-6%	5	129
COC(=O)c1c(NC(=O)CC2SCC(C(=O)OC)NC2=O)sc2c1CCCC2 (stereo not given)	-4	95	1	93	92	4%	-41%	4	95
O=C(O)CN=C1NC2(CCCCC2)Cc2ccccc21	-12	71	22	91	69	x	x	12	71

Compound profiles (already shown). Order of screens: IL1B NFkB inh, IL1B NFkB inh cell count 2 µM, MRP resist rev, MRP resist rev cytotoxicity, MRP resist rev with doxorubicin, Bcl-B displacement, PLAP inhibitors HTS, NFkB transloc pot, NFkB transloc pot cell count 2 µM
COC(=O)c1c(NC(=O)CC2SCC(C(=O)OC)NC2=O)sc2c1CCCC2 (stereo not given) in the list: -4, 95, 1, 93, 92, 4%, -41%, 4, 95
CCCCOc1ccc(OCCNS(=O)(=O)N(C)C)cc1 in the list: 2, 114, -2, 85, 86, 10%, 22%, -2, 114

A draw from above in order of count of non-hydrogen atoms, low to high:
SMILES	IL1B NFkB inh	IL1B NFkB inh cell count 2 µM	MRP resist rev	MRP resist rev cytotoxicity	MRP resist rev with doxorubicin	Bcl-B displacement	PLAP inhibitors HTS	NFkB transloc pot	NFkB transloc pot cell count 2 µM
COC(=O)c1cccc(OC(N)=O)c1	-21	187	-2	103	105	-5%	2%	21	187
O=C(O)/C=C\C(=O)NCc1ccccc1	-6	110	x	x	x	2%	-1%	6	110
CNc1nc(-c2c[nH]c3ccccc23)cs1	6	183	3	96	94	-8%	-40%	-6	183
CCCn1c(SCC(N)=O)nnc1-c1ccco1	x	x	-6	106	112	6%	2%	x	x
COc1cc2c(cc1OC)C1(CCCC1)C(N)=C2C#N	-12	128	x	x	x	x	x	12	128
Cc1ccc(C)n1-c1ccc(C(=O)N2CCOCC2)cc1	2	94	13	88	75	-2%	-35%	-1	94
COC(=O)c1cc(NC(=O)Nc2cccc(Cl)c2)ccc1Cl	-42	153	x	x	x	-2%	-7%	u	x
CCCCCn1c(SCCC(C)C)nc2c1c(=O)[nH]c(=O)n2C	-7	168	-10	83	93	2%	-12%	7	168
Cc1ccc(NC2c3ncccc3C(=O)N2C2CCCCC2)cc1 (stereo not given)	x	x	0	84	84	-8%	-9%	x	x
CCOc1cc2[nH]c(=O)n(Cc3ccccc3)c(=O)c2cc1OCC	1	148	-11	78	90	4%	1%	-1	148
CC1CCN(S(=O)(=O)c2ccc(NC(=O)Cc3ccccc3)cc2)CC1	-11	99	10	71	61	-16%	-73%	11	99
C=CCn1c(N)cc(=O)nc1SC(C)C(=O)Nc1cccc2ccccc12 (stereo not given)	-2	100	-7	102	109	x	x	2	100
O=C(CCc1ccccc1)Nc1cccc(NC(=O)CCc2ccccc2)c1	-2	147	18	88	71	0%	27%	2	147
CC1(C)CC(=O)C2=C(C1)OC(/N=C/N1CCOCC1)=C(C#N)C2c1ccccc1 (stereo not given)	0	114	-3	56	59	11%	-60%	0	114
O=C(CCCn1c(=O)c2sccc2n(Cc2cc(=O)n3ccccc3n2)c1=O)NCc1ccco1	x	x	x	x	x	-5%	-37%	x	x

Additional results:
SMILES	IL1B NFkB inh	IL1B NFkB inh cell count 2 µM	MRP resist rev	MRP resist rev cytotoxicity	MRP resist rev with doxorubicin	Bcl-B displacement	PLAP inhibitors HTS	NFkB transloc pot	NFkB transloc pot cell count 2 µM
CCc1ccccc1NS(=O)(=O)c1cc(C)ccc1OC	-21	132	60	156	96	-6%	0%	21	132
COCCSc1nnc(NC(=O)CSCc2ccccc2)s1	-6	161	18	97	80	13%	-20%	6	161
CC(C)CCn1c(SCC(=O)OCn2nnc3ccccc3c2=O)nc2ccccc2c1=O	-11	135	x	x	x	-16%	7%	11	135
O=C(c1ccco1)N1CCN(C(=O)c2cc(-c3ccccn3)nc3ccc(Cl)cc23)CC1	-3	195	-14	38	52	76%	-50%	3	195
C=C(C)C1Cc2c(C)nn(-c3cc(C)c4ccccc4n3)c2C1 (stereo not given)	-38	100	8	82	74	x	x	38	100
Nc1cc(N)nc(SCC(=O)Nc2ccc(Br)cc2Cl)n1	x	x	13	102	90	-7%	20%	x	x
Cn1cc(/C=N/n2cnc3scc(-c4ccc(Cl)cc4)c3c2=O)c2ccccc21	37*	45*	x	x	x	-30%	-4%	-37	45
C/C(=C1/SC(N2CCOCC2)=NC1=O)c1ccc(Cl)cc1	-40	125	8	96	88	6%	-1%	40	125
CCOc1ccc(N(CC)S(=O)(=O)c2ccc3c(c2)n(C)c(=O)c(=O)n3C)cc1	7	60	3	76	73	0%	-6%	-7	60
Cc1ccc(S(=O)(=O)N2CCN(C(=O)c3cccc(F)c3)CC2)cc1	1	117	6	86	80	-7%	-11%	-1	117
O=C(N1CCOCC1)N1CCN(c2ccc(F)cc2)CC1	x	x	4	99	95	0%	-3%	x	x
Cn1nnnc1SCC(=O)N1c2ccccc2Sc2ccc(Cl)cc21	11	114	-1	95	96	-1%	6%	-11	114
O=C1C2C3C=CC(C3)C2C(=O)N1c1cccc2cccnc12 (stereo not given)	7	140	0	104	103	5%	15%	-7	140
Cn1nnnc1SCC(=O)Nc1ccccc1Cl	-1	160	6	95	88	-2%	-3%	1	160
CC1(C(=O)O)CCC(C(=O)Nc2ccccc2)C1(C)C (stereo not given)	-5	134	-20	95	115	-3%	-11%	5	134

Not all compounds are listed; the hit share may differ from the screen's.
